Screens deposited in PubChem by several laboratories.
OPRM1-OPRD1 inv – inverse agonist of human OPRM1-OPRD1 heterodimerization. inhibition, % at 9.3 µM. 0.21% of 340,000 active. cell-based MOR-DOR heterodimer luminescence, inverse agonism. AID 504357. P35372+P41143; in the data active = inhibition above about 22%, passing the limit was not always enough;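 also: 0% = cells with DMSO and 100% = wells without cells with DMSO; values of inactives mirror those of a sister screen read the other way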
Target sequence (P35372 whole entry, looked up): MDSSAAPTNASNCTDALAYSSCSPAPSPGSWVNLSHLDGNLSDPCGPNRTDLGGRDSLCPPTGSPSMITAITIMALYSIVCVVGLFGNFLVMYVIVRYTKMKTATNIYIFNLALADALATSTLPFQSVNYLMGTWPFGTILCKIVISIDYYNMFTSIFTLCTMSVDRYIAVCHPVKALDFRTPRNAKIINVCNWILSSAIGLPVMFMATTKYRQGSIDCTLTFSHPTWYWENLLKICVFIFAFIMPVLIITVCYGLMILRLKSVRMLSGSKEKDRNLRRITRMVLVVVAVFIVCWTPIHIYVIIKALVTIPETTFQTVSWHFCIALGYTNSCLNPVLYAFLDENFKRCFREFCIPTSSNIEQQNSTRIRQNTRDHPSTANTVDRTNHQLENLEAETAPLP
Target sequence (P41143 whole entry, looked up): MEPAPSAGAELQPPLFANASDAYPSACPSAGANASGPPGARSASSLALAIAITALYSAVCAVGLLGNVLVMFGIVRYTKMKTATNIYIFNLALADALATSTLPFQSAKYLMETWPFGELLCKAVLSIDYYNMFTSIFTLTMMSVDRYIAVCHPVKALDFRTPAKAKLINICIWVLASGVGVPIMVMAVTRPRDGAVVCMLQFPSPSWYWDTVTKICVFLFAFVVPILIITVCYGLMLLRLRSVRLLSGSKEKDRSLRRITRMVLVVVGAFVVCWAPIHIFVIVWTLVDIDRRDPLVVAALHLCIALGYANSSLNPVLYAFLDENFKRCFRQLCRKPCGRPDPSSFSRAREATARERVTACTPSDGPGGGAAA
OPRM1-OPRD1 ag – OPRM1-OPRD1 heterodimerization agonism; cells, luminescence; P35372+P41143; 0.3% of 340,000 active; activation, % at 9.3 µM; AID 504326; in the data active = activation above about 18%;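 also: 0% = vehicle-treated cells and 100% = reference agonist; values of inactives mirror those of a sister screen read the other way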
E coli growth – reduces bacterial viability in AddAB counter-screen | E. coli V3065 growth, OD600 absorbance, 18 h | inhibition, % at 11.9 µM | 0.27% of 330,000 active;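 active = inhibition above the campaign's mean inhibition across all tested compounds plus 3 SD, cut at about 9.9% in these data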;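 also: uninfected addAB+ strain grown without phage in ampicillin broth; 0% = DMSO wells and 100% = ciprofloxacin 0.95 µg/ml wells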
SUMO Mot1 rescue – blocks SUMOylation pathway, rescuing yeast Mot1-301 growth | growth rescue, % at 18.8 µM | AID 2716 | 1% of 320,000 active | S. cerevisiae Mot1-301 growth rescue, ATP luminescence, 38.5C; percent above DMSO median, 100 means doubled;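 active = every valid replicate shows activation above 250% relative to neutral control wells; inactive = the rest, any valid replicate at or below 250%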;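 also: OY570 slx delta 5 strain wells were the positive control but not used for scaling; some compounds called inactive have numbers as strong as hits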
AddAB inh – less growth of phage-infected E. coli with AddAB; E. coli expressing H. pylori AddAB, absorbance growth; 0.29% of 330,000 active; inhibition, % at 11.9 µM; in the data active = inhibition above about 12%;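 also: 0% = vehicle wells of infected cells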
PfHsp90 set2 – growth inhibition of yeast expressing Plasmodium Hsp90; S. cerevisiae expressing PfHsp90, BacTiter-Glo ATP, 48 h; yeast lacking PDR1 and PDR3 efflux regulators; inhibition, % at 9.4 µM; 0.32% of 310,000 active; AID 504621;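 active = every replicate shows inhibition above about 80%, whatever the replicate mean, limit read from the data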;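 also: 0% = DMSO neutral controls and 100% = 20 µM radicicol positive controls; yeast relying on Plasmodium falciparum Hsp90 in place of its own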
HTR5A inv ctr – HTR5A inverse agonism, opioid heterodimer counter-screen. P47898. HTR5A cell line, luminescence. inhibition, % at 9.3 µM. 0.083% of 340,000 active. AID 504634; in the data active = inhibition mostly above about 23%, no sharp cut-off; inactive = mostly below about 18%;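 also: 0% = cells with DMSO and 100% = no-cell wells with DMSO; some compounds called inactive have numbers as strong as hits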
phage Ecoli inh – E. coli growth loss with phage present; growth absorbance; inhibition, % at 11.9 µM; 0.26% of 360,000 active; in the data active = inhibition above about 11%
PKA-R1A activ – activators of PKA-R1A complex; 0.083% of 340,000 active; PKA-R1A dissociation, Cy5-IP20 fluorescence polarization; scaled: DMSO 0%, 113 µM cGMP 100%; AID 504707; activation, % at 11.4 µM;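 active = percent activation above the mean of all tested compounds plus 3 SD, cut at about 19% in these data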;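 also: higher means more PKAc released from R1A so a rise in polarization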
DSG3 Ab inh – blocks pemphigus antibody binding to human desmoglein-3 | P32926 | DSG3-coupled beads, scFv-anti-DSG3-GFP binding, flow cytometry; stronger effect = lower value | binding (percent of control), % at 10 µM | 0.48% of 310,000 active;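 active = binding more than 3 SD below its plate's average and above zero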;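 also: hits lower antibody fragment binding to DSG3; some compounds called inactive have numbers as strong as hits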
HTR5A ag ctr – activates human HTR5A in OPRM1-OPRD1 agonist counter-screen | HTR5A agonist assay, luminescence, cell-based | activation, % at 9.3 µM | 0.61% of 340,000 active | AID 504692; in the data active = activation mostly above about 9.5%, no sharp cut-off; inactive = mostly below about 7.6%;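 also: 0% = cells with vehicle only and 100% = reference agonist; strong numbers were not always called active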
Active calls of the source: *; . = no result given; + = active, no number.

SMILES	OPRM1-OPRD1 inv	OPRM1-OPRD1 ag	E coli growth	SUMO Mot1 rescue	AddAB inh	PfHsp90 set2	HTR5A inv ctr	phage Ecoli inh	PKA-R1A activ	DSG3 Ab inh	HTR5A ag ctr
O=[N+]([O-])c1ccc(N2CCc3ccccc3C2)cc1	8.9	-1.6	2.2	9.1	1.5	-19.2	-18.8	1.3	7.1	114.1	-5.1
CCOc1c2ccc(C(=O)NC3CCCc4ccccc43)cc2nn1CC (stereo unspecified)	12.7	-2.3	0.5	21.6	2.4	.	6.0	1.7	-3.6	104.1	4.3
CCOc1cc(C(=O)NC(C)c2ccncc2)cc(OCC)c1OCC (stereo unspecified)	-6.2	1.1	-0.8	-2.3	0.4	-12.1	-8.4	-1.6	-5.8	105.2	0.1
Cc1cc(NC(=O)C(C)SCC(=O)OCc2ccc([N+](=O)[O-])cc2)no1 (stereo unspecified)	-3.5	0.7	-0.1	-6.8	-1.5	.	-0.9	0.1	-17.5	87.4	0.6
Cc1ccc(S(=O)(=O)N(C)C)cc1NC(=O)COc1cccc(-n2cnnn2)c1	15.9	-4.1	0.3	.	-0.1	6.8	21.2	7.8	4.9	.	-2.0
CCn1c(CCNS(=O)(=O)c2ccccc2Br)nnc1SC	-2.1	0.4	-2.3	-3.1	3.7	12.8	3.1	0.0	2.0	109.5	-1.1
COc1cc(/C=N\NC(=O)c2ccccc2F)ccc1Oc1ccc([N+](=O)[O-])cn1	2.4	-0.5	-0.2	-8.4	-0.4	-6.6	-13.0	0.2	-3.7	114.9	-1.3
CCOCCCNC(=O)Cn1cc2c(n1)CCCCC2	15.9	-3.1	4.2	11.4	4.3	.	5.8	2.7	-9.8	109.2	-2.1
CCCCCOc1ccc(Br)cc1/C(C)=N/NC1=NCCN1	-76.4	13.5	-1.1	-4.1	0.5	4.4	-25.0	4.6	3.3	102.2	9.6
O=C(Nc1ccc(N2CCOCC2)cc1)c1ccc(COc2ccccc2)cc1	-12.8	1.7	-2.1	205.6	5.0	-1.6	4.2	0.5	-9.4	.	-1.6
Cc1cc(C)c2c(-n3cccc3)nn(CC#N)c2n1	16.5	-3.8	3.1	-1.9	-0.8	-14.7	-3.1	4.4	-4.3	98.0	1.1
CN(C(=O)CN1C(=O)/C(=C/c2ccc(F)cc2)SC1=S)C1CCS(=O)(=O)C1 (stereo unspecified)	-0.8	0.1	-0.9	8.7	1.4	6.5	-45.0	1.6	-4.8	99.7	-4.2
COc1ccc(COc2ccccc2C(N)=O)cc1F	2.0	-0.3	-1.1	88.9	-0.3	-2.5	10.5	1.1	-15.8	90.2	-3.8
CC1(C)Cc2ccccc2C(N)=C1C#N	11.9	-2.3	2.5	24.0	3.7	.	20.3	3.4	4.6	97.2	2.9
Cc1ccc(SCC(=O)NCCSCc2ccccc2)cc1	-7.2	1.4	-4.0	11.2	0.7	24.8	-5.6	1.9	-1.9	98.6	1.5
O=C(c1ccc([N+](=O)[O-])cc1)N1CCN(C(=O)c2ccco2)CC1	7.7	-1.7	-1.4	9.5	0.3	-0.2	3.6	0.8	-10.4	89.3	-1.4
Cc1ccc(C)c(COC(=O)c2cccc(S(=O)(=O)N3CCCC3)c2)c1	-35.8	5.5	.	.	.	.	-32.8	2.9	-1.4	98.2	5.0
CCC(C)(C)C1CCc2[nH]nc(C(=O)NN)c2C1 (stereo unspecified)	13.5	-2.7	0.0	-19.8	1.1	11.0	8.4	3.6	4.6	111.8	-2.8
COc1ccc(OCCCN2CCCC(C)C2)cc1 (stereo unspecified)	15.0	-2.6	0.2	17.0	2.4	.	18.2	2.8	3.1	99.7	0.3
COc1cc(CN2CCN(c3cccc(C)c3C)CC2)cc(OC)c1O	4.2	-0.8	-2.6	3.2	3.3	.	-13.8	2.8	1.1	.	4.5
CCN1CCN(CCNC(=O)c2ccc3c(c2)NC(=O)/C(=C\c2ccc(OC)c(OC)c2)S3)CC1	-15.2	3.0	-1.6	250.5	-1.5	15.4	14.3	1.3	6.5	.	1.0
COc1ccc(C2=CC3=C(Br)C(=O)C(C)(OC(=O)c4ccco4)C(=O)C3=CO2)cc1 (stereo unspecified)	4.8	-0.8	0.9	1.2	0.2	+	13.9	.	-0.2	88.4	-4.8
O=c1c2ccccc2oc2ccc(Oc3ccccc3)cc12	-27.3	4.9	-2.4	-8.1	2.4	-19.3	-14.2	4.6	1.3	110.2	-1.7
CCc1ccc(NC(=O)CC2C(=O)N(c3ccc(OC)cc3)C(=O)N2CCOC)cc1 (stereo unspecified)	3.2	-0.7	.	98.6	.	7.6	4.1	0.2	-0.8	113.9	-1.2
COc1cccc(N(CC(=O)NC2CCCC2)C(=O)Cn2nnc(-c3ccc(C)o3)n2)c1	1.6	-0.2	-1.9	8.1	0.7	14.1	-39.0	-0.3	-2.5	.	13.7

Results in HTR5A inv ctr, for 2 of the compounds above:
SMILES	HTR5A inv ctr
CCOc1cc(C(=O)NC(C)c2ccncc2)cc(OCC)c1OCC (stereo unspecified)	-8.4
Cc1cc(NC(=O)C(C)SCC(=O)OCc2ccc([N+](=O)[O-])cc2)no1 (stereo unspecified)	-0.9

Other structures follow.
SMILES	OPRM1-OPRD1 inv	OPRM1-OPRD1 ag	E coli growth	SUMO Mot1 rescue	AddAB inh	PfHsp90 set2	HTR5A inv ctr	phage Ecoli inh	PKA-R1A activ	DSG3 Ab inh	HTR5A ag ctr
Cc1csc(=O)n1CC(=O)OCC(=O)N(CC(C)C)c1c(N)n(Cc2ccccc2)c(=O)[nH]c1=O	9.2	-1.8	2.3	-4.8	0.7	17.4	-3.8	4.9	-5.3	102.8	1.4
CCOc1cc(C2C(C(=O)N3CCCCC3)=C(C)NC3=C2C(=O)CC(C)(C)C3)ccc1O (stereo unspecified)	12.7	-2.6	2.7	-13.9	1.4	.	-5.5	1.6	-0.8	96.1	2.1
O=C(O)c1ccc(Br)c(S(=O)(=O)N2CCCC2)c1	9.9	-1.7	0.7	78.8	0.2	.	-4.1	2.4	-13.7	126.7	-0.1
CN(C1(C)CCS(=O)(=O)C1)S(=O)(=O)c1ccc(F)cc1 (stereo unspecified)	13.6	-2.5	0.4	-18.8	0.6	-4.1	-4.7	4.5	-6.2	111.1	1.7
COc1cccc(CN2CCN(C(=O)CC(C)C)CC2)c1	9.7	-1.7	1.0	-8.4	0.3	-25.1	-7.6	0.2	-3.7	102.6	-8.6
Cc1ccc(S(=O)(=O)N2CCCC2CNC(=O)c2ccccc2)cc1 (stereo unspecified)	5.9	-0.9	1.0	.	1.8	-22.9	9.7	3.8	-1.6	101.5	1.8
CCOC(=O)CN(C(=O)COc1nc(-c2ccccc2)cc(C)c1C#N)c1cccc(OC)c1	15.2	-3.0	0.0	5.0	0.2	-0.1	-8.8	0.9	-12.1	101.2	0.4
COc1ccc2nc3oc(C(=O)NC4CCN(Cc5ccccc5)CC4)cc3cc2c1	10.5	-1.9	-0.6	2.3	-0.3	6.1	0.4	2.3	2.4	109.3	-0.1
CCCC(=O)c1ccc(N2CCN(S(=O)(=O)c3ccc(C)cc3)CC2)c(F)c1	-17.4	2.9	-0.6	-16.2	6.7	.	11.6	3.3	-3.7	88.3	-5.0
Cc1ccccc1CN1C[C@@H]2C[C@@H](c3cnc(N4CCOCC4)s3)N3CCC[C@@]23C1=O	13.9	-2.7	-2.2	-1.7	2.3	-17.3	-10.1	0.4	7.5	106.1	3.9
Cc1cc(/C=C(\C#N)C(=O)Nc2ccc(Cl)cc2)c(C)n1-c1ccc(N2CCOCC2)c([N+](=O)[O-])c1	2.1	-0.4	0.3	-13.8	-0.2	5.3	-13.5	2.3	5.1	113.5	5.4
CCOCCCNC(=O)CCS(=O)(=O)Cc1ccc(C)cc1	-1.1	0.2	-4.1	-5.2	-1.3	-10.2	-2.6	3.0	-3.0	83.8	1.3
O=C(CN1C(=O)c2cccnc2Oc2ccc(Cl)cc21)Nc1ccc(F)cc1	6.6	-1.3	-1.4	6.3	2.8	12.2	8.2	2.6	0.3	113.5	-3.0
Oc1ccccc1OCCOc1ccccc1OCCOc1ccccc1O	-10.3	1.9	-0.9	-5.9	0.7	-11.2	-9.9	-0.3	-1.8	100.7	3.6
COc1ccc(/C=C2\N=C(C)N(c3ccc4ccccc4c3)C2=O)cc1OC	12.9	-2.0	-2.3	0.9	-0.8	-14.4	6.6	3.8	8.9	86.5	-2.6
Cc1cc(OCCCCN2C(=O)NC(C)(C)C2=O)ccc1[N+](=O)[O-]	-7.1	1.3	-1.3	6.3	1.2	21.3	6.2	1.8	-14.5	102.2	-2.2
CCOc1ccc(NC(=O)c2cccc(NC3=NC4CS(=O)(=O)CC4S3)c2)cc1 (stereo unspecified)	5.6	-1.0	-0.1	5.6	0.8	3.0	-1.1	2.9	8.6	96.3	0.7
OCc1nc2ccccc2n1Cc1c(F)cccc1Cl	-1.6	0.3	0.1	-2.0	-0.5	-50.2	-6.3	2.1	3.8	101.0	2.0
CCOc1ccc(CCNC(=O)COC(=O)Cc2ccc(F)cc2)cc1OCC	7.2	-1.4	0.4	136.7	3.3	.	23.0	1.6	4.9	99.8	-9.4
CC(=O)c1cccc(NC(=O)COC(=O)CC2CC3CCC2C3)c1 (stereo unspecified)	-3.2	0.8	-1.4	-8.4	0.1	-4.0	-20.6	2.3	3.9	.	2.7
O=C(c1ccccc1F)N1CCN(c2ccc([N+](=O)[O-])c(N3CCOCC3)c2)CC1	17.3	-3.5	-1.9	-3.9	2.0	4.1	-21.6	2.8	5.8	97.2	-1.4
CCOC(=O)CC(=O)NC(CC(=O)OC)c1ccc(Br)cc1 (stereo unspecified)	-0.3	0.1	0.5	13.4	-1.9	-8.8	0.2	-0.3	-5.3	113.2	-0.1
Cc1cc(C)nc(-n2nc(C)cc2NC(=O)CNCc2ccccc2)n1	13.2	-2.4	0.6	+	3.0	.	-11.9	0.3	-5.5	.	2.3
COc1ccc(N(C(=O)Cn2nnc3ccccc32)C(C(=O)NC(C)(C)C)c2ccc(OC)c(O)c2)cc1 (stereo unspecified)	5.2	-1.0	-0.2	.	1.4	-0.8	0.8	5.7	-11.0	105.9	-0.3

Given bar-delimited: entries from further up
mol | OPRM1-OPRD1 inv | OPRM1-OPRD1 ag | E coli growth | SUMO Mot1 rescue | AddAB inh | PfHsp90 set2 | HTR5A inv ctr | phage Ecoli inh | PKA-R1A activ | DSG3 Ab inh | HTR5A ag ctr
O=C(Nc1ccc(N2CCOCC2)cc1)c1ccc(COc2ccccc2)cc1 | -12.8 | 1.7 | -2.1 | 205.6 | 5.0 | -1.6 | 4.2 | 0.5 | -9.4 | . | -1.6
Cc1cc(C)c2c(-n3cccc3)nn(CC#N)c2n1 | 16.5 | -3.8 | 3.1 | -1.9 | -0.8 | -14.7 | -3.1 | 4.4 | -4.3 | 98.0 | 1.1
CN(C(=O)CN1C(=O)/C(=C/c2ccc(F)cc2)SC1=S)C1CCS(=O)(=O)C1 (stereo unspecified) | -0.8 | 0.1 | -0.9 | 8.7 | 1.4 | 6.5 | -45.0 | 1.6 | -4.8 | 99.7 | -4.2
COc1ccc(COc2ccccc2C(N)=O)cc1F | 2.0 | -0.3 | -1.1 | 88.9 | -0.3 | -2.5 | 10.5 | 1.1 | -15.8 | 90.2 | -3.8
